PI4K2A block = blocks human PI4K2A kinase activity; purified PI4K2A, ADP-Glo luminescence, 1 h; stronger effect = lower value; activity change, negative = inhibition, % at 76.9 µM; AID 1346378; hit rate 0.13% among 420,000; Q9BTU6; in the data active = activity change below about -50%; inconclusive = mostly about -30% to -49%;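 also: -100% = wells without enzyme as full effect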
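PI4K2A activity was measured by ADP-Glo luminescence: enzyme (4 ug/mL stock) and phosphatidylinositol (1.2 mM stock) in Tris pH 7.5/MgCl2/EGTA/Triton X-100 buffer were reacted with ATP (300 microM stock) for one hour at ambient temperature.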
rTrxR1 inhibitor = inhibitors of rat thioredoxin reductase 1; recombinant rTrxR1, NADPH fluorescence consumption, selenite substrate; Potency, µM (titrated, usually from 114 µM), without a hit: at the highest dose activity change, negative = inhibition, actives largely listed as inhibitors; hit rate 1% among 390,000; AID 588453; also: potency is read from the fitted curve at half-maximal effect; % is scaled to controls: 0 for no effect and ±100 for the full control effect; nearly all actives have a fitted effect of over 65% in size
Target sequence (O89049 whole entry, looked up): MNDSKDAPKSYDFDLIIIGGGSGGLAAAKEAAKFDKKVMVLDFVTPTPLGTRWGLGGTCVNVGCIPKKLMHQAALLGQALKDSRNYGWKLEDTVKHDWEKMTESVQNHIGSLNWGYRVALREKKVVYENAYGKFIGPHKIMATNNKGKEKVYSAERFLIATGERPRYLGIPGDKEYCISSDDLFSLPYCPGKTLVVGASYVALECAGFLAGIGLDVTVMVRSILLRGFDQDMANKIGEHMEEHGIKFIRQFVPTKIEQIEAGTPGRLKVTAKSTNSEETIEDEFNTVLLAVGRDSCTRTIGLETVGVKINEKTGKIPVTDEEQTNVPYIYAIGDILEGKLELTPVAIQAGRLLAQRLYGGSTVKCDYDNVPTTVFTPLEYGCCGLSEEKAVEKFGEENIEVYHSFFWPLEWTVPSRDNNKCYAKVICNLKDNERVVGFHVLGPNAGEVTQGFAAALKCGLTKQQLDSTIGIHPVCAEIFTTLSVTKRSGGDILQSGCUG
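Rat TrxR1 (90 nM in the dispensed reagent) was pre-reduced with 400 uM NADPH for 5 min at room temperature, then incubated with compound for 15 min. After 400 uM selenite was added, NADPH fluorescence (Ex 340/Em 450 nm) was followed for 8 min.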
USP1-UAF1 inh = blocks the human USP1/UAF1 deubiquitinase complex; O94782; recombinant USP1/UAF1, Ub-Rhodamine cleavage fluorescence; Potency, µM (highest dose often 57.1 µM), for the others: at the highest dose activity change, negative = inhibition, actives largely listed as inhibitors; hit rate 0.23% among 390,000; AID 743255; also: potency is read from the fitted curve at half-maximal effect; % is scaled to controls: 0 for no effect and ±100 for the full control effect; nearly all actives have a fitted effect of over 60% in size; inactives centre near -12
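In this screen, compounds sit with the deubiquitinase complex (1nM) for 15 min at room temperature before Ub-Rho is added at 150nM final. Fluorescence rise is then followed for 6 reads every 60 seconds.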
HP1b binding inh = blocks HP1-beta chromodomain binding to methylated histone tails; P83916; hit rate 0.56% among 390,000; Potency, µM (top dose mostly 114 µM), inactives show top-dose activity change, negative = inhibition, hits mostly inhibitors; AlphaScreen HP1-beta / biotin-H3K9me3 peptide binding; AID 540317; also: potency is read from the fitted curve at half-maximal effect; nearly all actives have a fitted effect of over 70% in size; inactives centre near 23
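AlphaScreen: HP1-beta (50 nM) preformed 30 min with biotin-H3(1-18)K9me3 peptide (50 nM) in PBS pH 7.4, 0.01% Tween-20. Compound added for 30 min at RT, then streptavidin donor/nickel chelate acceptor beads (10 ug/mL) for 30 min.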
TrxR1 substrate = is turned over as a substrate by rat TrxR1; O89049; purified TrxR1 substrate turnover, NADPH consumption readout; Potency, µM (doses to about 114 µM), without a hit: at the top dose activity change, negative = substrate turnover; hit rate 0.01% among 390,000; also: potency is read from the fitted curve at half-maximal effect; % is scaled to controls: 0 for no effect and ±100 for the full control effect; nearly all actives have a fitted effect of over 50% in size
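Rat TrxR1, dispensed at 90 nM, was prereduced with 400 uM NADPH (final) for 5 min at ~22 deg C, then incubated with compound 15 min before 400 uM selenite. A first-read NADPH fluorescence drop versus no-compound background flagged substrates.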
mIDH1 inhibitor = human IDH1 R132H inhibition. IDH1-R132H enzyme, NADPH consumption, diaphorase/resazurin fluorescence. O75874. hit rate 0.093% among 390,000. AID 602179. Potency, µM (doses to about 76.6 µM), without a hit: at the top dose activity change, negative = inhibition, usual class: inhibitors; also: potency is read from the fitted curve at half-maximal effect; % is scaled to controls: 0 for no effect and ±100 for the full control effect; nearly all actives have a fitted effect of over 65% in size
Target sequence (O75874 whole entry R132H, stated change not applied): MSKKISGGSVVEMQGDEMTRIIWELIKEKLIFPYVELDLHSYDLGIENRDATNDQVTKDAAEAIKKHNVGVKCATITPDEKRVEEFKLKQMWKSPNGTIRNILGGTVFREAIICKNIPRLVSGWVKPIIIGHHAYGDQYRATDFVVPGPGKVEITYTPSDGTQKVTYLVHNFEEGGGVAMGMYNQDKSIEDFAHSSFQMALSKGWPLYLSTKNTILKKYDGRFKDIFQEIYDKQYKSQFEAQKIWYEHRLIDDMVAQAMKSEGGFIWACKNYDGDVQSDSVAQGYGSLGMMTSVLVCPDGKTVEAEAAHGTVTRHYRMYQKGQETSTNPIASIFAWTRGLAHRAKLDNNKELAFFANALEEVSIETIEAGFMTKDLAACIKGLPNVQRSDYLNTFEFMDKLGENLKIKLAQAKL
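IDH1-R132H (0.5 ug/mL dispensed) in pH 7.5 Tris buffer was preincubated 30 min with compound, then given a substrate mix of 0.016 mM NADPH and 2 mM alpha-KG for 80 min at room temperature; remaining NADPH was read by diaphorase/resazurin fluorescence.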
Tb PGK inh = inhibitors of T. brucei phosphoglycerate kinase; hit rate 0.043% among 380,000; PGK/GAPDH coupled, Kinase-Glo luminescence, 60 min; P07378; AID 602233; Potency, µM (top dose mostly 57.5 µM), without a hit: top-dose activity change, negative = inhibition, hits mostly inhibitors; also: potency is read from the fitted curve at half-maximal effect; % is scaled to controls: 0 for no effect and ±100 for the full control effect; nearly all actives have a fitted effect of over 60% in size
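Luminescent ATP detection (Kinase-Glo Plus) follows a 60-minute room-temperature incubation, with wells lacking PGK as controls. Buffer: 100 mM TEA (pH 7.6), 5 mM MgCl2, 0.01% Tween-20. Coupling enzyme GAPDH (100 nM final) supplies unstable 1,3-BPG in-well.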
GLS inh = blocks human kidney-isoform glutaminase activity; GLS enzymatic activity, qHTS titration; hit rate 0.21% among 410,000; Potency, µM (doses to about 45.5 µM), for inactives: top-dose activity change, negative = inhibition, hits mostly inhibitors; AID 624170; also: potency is read from the fitted curve at half-maximal effect; % is scaled to controls: 0 for no effect and ±100 for the full control effect
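Assay buffer: 45 mM KH2PO4 pH 8.2, 0.02% Tween-20. hKGA acts on L-glutamine (1 mM solution added); product glutamate is reported by an oxidase/peroxidase Amplex Red coupling, with fluorescence taken at baseline and 30 min.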
Pin1 inh = inhibitors of human Pin1; hit rate 0.009% among 390,000; Pin1 FP peptide displacement, HiFluor488, 10 min; Q13526; Potency, µM (top dose mostly 115 µM), for the others: top-dose activity, negative = inhibition, most hits filed as inhibitors; active = well fitted inhibition curve with a large enough effect in the polarisation, with a control signal flat, not every such curve was filed as active; inconclusive = small, poorly fitted or top-dose-only effect, or effect the other way, or a change in a side signal; inactive = no such curve, though single readings can be large or run the other way; the % refers to the polarisation; also: potency is read from the fitted curve at half-maximal effect; % is scaled to controls: 0 for no effect and ±100 for the full control effect
* marks the source's active call; other numbers are inactive results; i = inactive; ? = inconclusive; · = not tested or not shown; & = joins results of further samples; [ ] = remark or other dose. Unless noted, calls follow the shape of the dose curve; as a rule, active = well fitted curve in the direction sought with a large enough effect; inconclusive = small, poorly fitted or top-dose-only effect, or another doubt; inactive = no such curve, though single readings can be large; an effect the other way counts as inactive or inconclusive.

SMILES	PI4K2A block	rTrxR1 inhibitor	USP1-UAF1 inh	HP1b binding inh	TrxR1 substrate	mIDH1 inhibitor	Tb PGK inh	GLS inh	Pin1 inh
O=C1c2ccccc2C2(c3ccc(Cl)cc3)NCCN12 (stereo not drawn)	8	10%	-19%	27%	5%	0%	6%	4%	9%
O=C(Nc1cccc(OC(=O)N2CCOCC2)c1)N1CCOCC1	-5	8%[57.1 µM]	-11%	37%[activator]	12%[57.1 µM]	6%	2%	-6%	1%
CN1CCN(c2ccc(C(F)(F)F)cc2N)CC1	4	23%[57.1 µM]	-26%	12%	-14%[57.1 µM]	2%	-2%	0%	2%
COc1ccccc1-n1c(O)c(/C=N/N2CCCCC2)c(=O)n(-c2ccccc2OC)c1=S	1	-1%[57.1 µM]	-8%	23%	0%[57.1 µM]	0%	6%	-11%	6%
Nc1nc(OCc2ccccc2)c2[nH]cnc2n1	-6&-12	-11%[57.1 µM]	-21%	74%[activator]	-4%[57.1 µM]	6%	-5%	-11%	-8%
O=C1NC(=O)N(CCC2=CCCCC2)C(=O)/C1=C/c1ccc(O)cc1	-27	?	-15%	35%	-6%	-2%	-2%	15%	12%
C=CCc1cccc(C=Nc2c[nH]c(=O)[nH]c2=O)c1O	?	-21%	-22%	0%	-8%	-6%	-3%	109%[activator]	-5%
Cn1c(=O)c2c(-c3ccccc3)n3c(c2n(C)c1=O)C(c1cc(Cl)ccc1O)Nc1ccccc1-3 (stereo not drawn)	-1	21%	-3%	17%	4%	40µM*	0%	1%	8%
Cn1cc[n+](C)c1P(=S)(c1ccccc1)c1ccccc1	-6	7%[57.1 µM]	-7%	10%	-3%[57.1 µM]	-7%	1%	11%	-10%
CCOc1cc(CNC(C)C(O)c2ccccc2)cc(Cl)c1OCC (stereo not drawn)	-2	-1%	-17%	45%[activator]	-7%	1%	-1%	2%	6%
CCCc1cc(=O)oc2c3c(cc(OCC(=O)N4CCC[C@H]4C(=O)O)c12)OC(C)(C)CC3	-4	?	-22%	32%	583%[activator]	-5%	i	-1%	0%
CCC(=O)Nc1cc(C(=O)O)ccc1S(=O)(=O)c1ccc(C)cc1	-2	-7%[57.1 µM]	-18%	8%	0%[57.1 µM]	6%	?	172%[activator]	-14%
C=C1CC[C@@]2(O)[C@H]3Cc4ccc(O)c5c4[C@@]2(CCN3CC2CC2)[C@H]1O5	5&3	11%	-3%	8%	1%	-3%	1%	53%&45%[activator]	-9%
CC1C(c2ccccc2)OC(=O)N1C (stereo not drawn)	1	-8%[2.29 µM]	12%	12%[57 µM]	-8%[2.29 µM]	8%	0%	1%	2%
COC(=O)C1=C(c2cccc(C#N)c2)C[C@@H]2CC[C@H]1N2C(=O)NC(C)C	-9	8%[57.1 µM]	-22%	21%	6%[57.1 µM]	-3%	i	0%	4%
O=C(c1ccccc1)N1CCC2(CC1)OCCO2	3	-16%[57.1 µM]	3%	21%	-6%[57.1 µM]	7%	0%	-6%	-7%
O=C1c2ccccc2C(=O)N1Cc1nc(-c2ccccc2)no1	-3	?	4%	22%	-16%	7%	0%	-15%	-4%
C[C@H]1CN([C@@H](C)CO)C(=O)c2cc(-c3cccnc3)cnc2O[C@H]1CN(C)Cc1ccc(Oc2ccccc2)cc1	-5	·	?	·	·	-1%	-9%	1%	·
Fc1ccc(C2N3CCCN23)cc1 (stereo not drawn)	0	-4%[57.1 µM]	8%	30%	5%[57.1 µM]	21%	-3%	-10%	-2%
O=P(Oc1ccc(-c2ccccc2)cc1)(N1CC1)N1CC1	0	-25%	-8%	36%	10%[57.1 µM]	5%	-3%	7%	-15%
Cc1ccccc1NC(=NCCCN1CC1)Nc1ccccc1C	-3	16%[11.4 µM]	-7%	-1%	9%[11.4 µM]	6%	-3%	3%	-1%
O=C1/C(=C\c2ccncc2)N2CCC1CC2	-9	15%	-16%	67%[activator]	15%	9%	-5%	-21%	-7%
O=c1cccc2n1CC1CNC[C@H]2C1	-1	-13%	?	38%	9%	11%	i	-5%	-7%
CCC1(CC)COP(=O)(OCC(Cl)CCl)OC1 (stereo not drawn)	2	10%[57.1 µM]	-16%	28%	4%[57.1 µM]	8%	-2%	24%	-3%
COc1ccc(-n2c(O)c(C=NCCN3CCN(C(C)=O)CC3)c(=O)[nH]c2=S)cc1	-2	?	-3%	39%	-11%	-5%	8%	14%	3%
COc1ccc(NC(=O)CCc2nc(C3=CCN(Cc4cccc(Cl)c4)CC3)no2)c(OC)c1	-1	3%[57.1 µM]	-6%	1%[57 µM]	-5%[57.1 µM]	12%	4%	-17%	?
CCCCOC(=O)C1=C(N)OC2=C(C(=O)CC(C)(C)C2)[C@]12C(=O)N(C)c1ccccc12	4	25%[57.1 µM]	-16%	16%	0%[57.1 µM]	1%	i	-1%	8%
COc1cccc(C(=O)C2CCCN(Cc3ccccn3)C2)c1 (stereo not drawn)	8	14%[57.1 µM]	-18%	7%	2%[57.1 µM]	0%	i	12%	2%
CC(C)N(CC#CCC1(O)c2ccccc2-c2ccccc21)C(C)C	5	3%	-13%	38%	-3%	5%	i	5%	-4%
COc1ccc(OC(=O)N(C)C[C@@H]2OCc3ccccc3-c3c(n(C)c4ccccc34)C(=O)N([C@H](C)CO)C[C@@H]2C)cc1	-17	·	-18%	·	·	-4%	-3%	-2%	·
Cc1ccc(N2C(=O)NC(=O)C3(Cc4ccccc4N4CCCC43)C2=O)cc1 (stereo not drawn)	-1	-3%	-21%	33%	8%	-2%	0%	-14%	-3%
c1cc2c(cc1CCNC1C3CC4CC(C3)CC1C4)OCO2 (stereo not drawn)	3	-9%	-18%	-22%	-6%	6%	0%	4%	-5%
O=C(O)c1cc[c]([Hg][Cl])cc1	?	0.35µM*	-24%	?	12%[57.1 µM]	7%	i	?	2%
O=C(CCCN1CCC(n2c(=O)[nH]c3ccccc32)CC1)c1ccc(F)cc1	3&3	28%	-21%	9%	3%	-22%	-9%	-1%	-7%
CN1OCC2Cn3c(nc4ccccc43)C21 (stereo not drawn)	0	8%	11%	29%	3%	1%	3%	1%	?
COc1cc2c(cc1/C=C/[N+](=O)[O-])OCO2	18	?	-22%	44%[activator]	5%	2%	-3%	2%	-7%
COc1ccc(S(=O)(=O)N(C)C[C@H]2OCCCC[C@@H](C)Oc3ccc(N(C)C)cc3C(=O)N([C@H](C)CO)C[C@@H]2C)cc1	-7	·	-14%	·	·	2%	-3%	33%[activator]	·
NN=C1C(Cl)=C(Cl)C(Cl)=C1Cl	-20	·	-12%	·	·	13%	-25%	-1%	·
CCC(=NCCc1c[nH]c2ccccc12)c1c(O)n(-c2ccc(C)cc2)c(=O)[nH]c1=O	-4	1%	-1%	-3%	-6%	3%	-3%	10%	2%
CCOC(=O)C1(CCc2ccccc2)CCN(Cc2csc(C(C)=O)c2)CC1	2	7%[57.1 µM]	-9%	48%[activator]	-4%[57.1 µM]	3%	1%	0%	0%
O=S1(=O)N(Cc2ccccc2)CCCN1Cc1cccc(Cl)c1	-4	21%[57.1 µM]	-14%	128%[activator]	5%[57.1 µM]	12%	13%	7%	-3%
N#Cc1ccc(CN2Cc3ccccc3-n3nncc3C2)cc1	-1	·	-27%	·	·	10%	-6%	2%	·
Cc1ccc(C2=NOC(C)(c3nnc(-c4ccccc4)o3)C2)cc1 (stereo not drawn)	0	16%[57.1 µM]	-23%	46%[activator]	8%[57.1 µM]	13%	-11%	2%	-1%
O=C(COC(=O)Cc1ccccc1)Nc1ccc(Cl)cn1	-1	24%[57.1 µM]	0%	0%	0%[57.1 µM]	-2%	-7%	2%	11%
COc1ccccc1NC1(C#N)CCCCC1	-6	1%	-7%	37%	-4%	0%	-2%	20%	-5%
COc1ccc(C=C2C(=O)NC(=S)NC2=O)cc1OC	-4	7.1µM*	-14%	?	-4%	-4%	-1%	?	-11%
COc1cc2c(cc1OC)C(C(=O)N1CCC3(CC1)OCCO3)C(c1ccccc1F)N(C)C2=O (stereo not drawn)	4	23%[57.1 µM]	-14%	20%	4%[57.1 µM]	8%	-2%	-14%	-5%
O=c1[nH]c(=S)[nH]c(O)c1N=Nc1cc2c(cc1[N+](=O)[O-])OCO2	-4	-8%[57.1 µM]	-15%	-26%	-6%[57.1 µM]	19%	-7%	1%	29%
CC1CCSP(=O)(Oc2ccccc2)O1 (stereo not drawn)	-3	11%	-11%	24%	1%	2%	i	-4%	-4%

These rows are one share of the data; count on the stated rates, not on these rows.
